ASAP1 inh: ASAP1 ArfGAP inhibition; 360,000 tested, 0.19% active; AID 624377; inhibition, % at 16.5 µM; ASAP1-stimulated ARF1 GTP hydrolysis, GDP FP detection; in the data active = inhibition above about 25%;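 note: 0% = vehicle with enzyme and substrate and 100% = no enzyme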
rCAG binder: binds r(CAG) RNA repeats; r(CAG) RNA repeat, TO-PRO-1 dye displacement fluorescence; inhibition, % at 3 µM; 370,000 tested, 1.3% active;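 active = inhibition above the plate cutoff, the mean of all test compounds on that plate plus 3 SD, cut at about 35% in these data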;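 note: 0% = DMSO alone and 100% = 100 µM mitoxantrone as full dye displacement; higher means more dye released from RNA so lower well fluorescence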
ARFGAP1 inh: inhibits rat ARF GTPase activating protein 1; Arfgap1-stimulated ARF1 GTP hydrolysis, GDP FP detection; inhibition, % at 16.5 µM; 360,000 tested, 0.26% active;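 active = inhibition above a per-plate limit, mean inhibition of low control wells plus 3 SD, cut at about 25% in these data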;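 note: 0% = DMSO wells with enzyme and 100% = wells lacking Arfgap1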
Target sequence (Q62848 1-136 limits assumed): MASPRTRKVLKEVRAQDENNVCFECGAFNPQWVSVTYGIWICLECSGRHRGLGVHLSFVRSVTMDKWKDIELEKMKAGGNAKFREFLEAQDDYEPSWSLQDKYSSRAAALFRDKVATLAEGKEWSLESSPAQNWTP
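Material: rat Arfgap1 catalytic domain, aa 1-136; also added: human ARF1(Δ1-17)-GTP substrate; compound dosing: one concentration, 16.5 µM, DMSO 1.26%; incubation: GTP hydrolysis reaction 2 h at 25 °C; measured by: Tracer-displacement fluorescence polarization with EDTA stop, 620/688 nm; evaluation: % inhibition from polarization; repeats: one replicate per compound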
HTRA1 inh: inhibitors of human serine peptidase HTRA1; Q92743; recombinant HTRA1, FP-rhodamine activity-based probe, fluorescence polarization; inhibition, % at 5.96 µM; 340,000 tested, 0.5% active; AID 504803; in the data active = inhibition above about 36%;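 note: 0% = enzyme with DMSO and 100% = wells lacking enzyme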
Target sequence (Q92743 whole entry, looked up): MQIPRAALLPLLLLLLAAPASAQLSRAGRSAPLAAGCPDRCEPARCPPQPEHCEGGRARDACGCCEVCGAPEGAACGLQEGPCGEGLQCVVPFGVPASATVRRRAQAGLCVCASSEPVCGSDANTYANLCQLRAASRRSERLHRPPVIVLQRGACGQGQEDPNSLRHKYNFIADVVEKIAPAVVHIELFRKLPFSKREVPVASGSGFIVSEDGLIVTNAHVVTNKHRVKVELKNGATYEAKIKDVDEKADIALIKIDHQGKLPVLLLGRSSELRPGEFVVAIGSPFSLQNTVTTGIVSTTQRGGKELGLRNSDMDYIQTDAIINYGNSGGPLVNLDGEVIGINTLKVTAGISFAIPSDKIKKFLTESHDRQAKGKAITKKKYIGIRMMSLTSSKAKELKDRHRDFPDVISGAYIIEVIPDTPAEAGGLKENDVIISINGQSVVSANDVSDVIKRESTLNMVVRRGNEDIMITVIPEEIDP
GC-A act: GC-A (human) enzyme activation | P16066 | HEK293 GC-A cells, cGMP TR-FRET, EC30 ANP; 0% at EC30 ANP, 100% saturating ANP | activation, % at 10 µM | 370,000 tested, 0.14% active; in the data active = activation above about 40%
NR1D1 modulator: modulators of human Rev-erb alpha DNA binding; Rev-erbα–FITC-DNA binding, fluorescence polarization, 90 min; 370,000 tested, 0.79% active; activity, % at 10 µM; P20393;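 active = activity above about 14%, limit read from the data; passing the limit was not always enough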;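 note: 0% = DMSO wells with 35 nM protein and 100% = DMSO wells with 750 nM protein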
PG9 Ab binder: binds the HIV-1 gp120 antibody PG9 | TR-FRET gp120-PG9 antibody binding | inhibition, % at 6.7 µM | 360,000 tested, 0.43% active; in the data active = inhibition above about 8.5%
NPR2 activator: GC-B (human) receptor activation; HEK293-GC-B cells, CNP EC30, cGMP TR-FRET; 0% at EC30 CNP, 100% saturating CNP; activation, % at 10 µM; AID 1920062; 370,000 tested, 0.11% active; P20594;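 active = activation at 10 µM reaching about 35% in either raw or pattern-adjusted values, limit read from the data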
mABHD4 FP: ABHD4 (mouse) inhibition, primary FP screen | Q8VD66 | purified mABHD4, FP-Rh probe fluorescence polarization | inhibition, % at 8.92 µM | 370,000 tested, 0.54% active | AID 720543;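 active = inhibition exceeding the mean over every tested compound plus 3 SD, cut at about 30% in these data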;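 note: 0% = plate median of compound wells and 100% = S159A mutant with DMSO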
Target sequence (Q8VD66 whole entry, looked up): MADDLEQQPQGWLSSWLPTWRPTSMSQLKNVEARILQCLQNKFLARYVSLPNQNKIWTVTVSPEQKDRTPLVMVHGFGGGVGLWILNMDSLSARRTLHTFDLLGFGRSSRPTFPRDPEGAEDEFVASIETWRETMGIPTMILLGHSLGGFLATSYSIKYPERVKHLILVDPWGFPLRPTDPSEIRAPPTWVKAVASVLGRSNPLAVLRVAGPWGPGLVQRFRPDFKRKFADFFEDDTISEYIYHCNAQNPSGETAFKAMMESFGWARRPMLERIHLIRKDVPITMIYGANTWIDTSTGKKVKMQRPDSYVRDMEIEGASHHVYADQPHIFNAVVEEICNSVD
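Assay system: wild-type mouse ABHD4 protein; compound: single nominal dose of 8.92 µM, 0.89% DMSO final; schedule: 45 min + 60 min at 25 °C; measured by: FP readout, ex 525 nm / em 598 nm; evaluation: % inhibition of FP-Rh probe binding versus controls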
SMARCA2 activ: SMARCA2 function activation, primary screen; AID 652017; activation, % at 9.1 µM; 370,000 tested, 1% active; MG213 cells, MMTV-luciferase reporter, dexamethasone, overnight; in the data active = activation above about 7.8%;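 note: 0% = vehicle wells and 100% = reference activator wells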
* = called active by the depositor; . = not tested or not shown; & = joins results of further samples.

Structure	ASAP1 inh	rCAG binder	ARFGAP1 inh	HTRA1 inh	GC-A act	NR1D1 modulator	PG9 Ab binder	NPR2 activator	mABHD4 FP	SMARCA2 activ
Cc1c(/C(O)=C2/C(=O)C(=O)N(Cc3cccnc3)C2c2cccs2)cnn1-c1ccccc1 (stereo unspecified)	-5	8	-4	-2	5	7	5.4	6	1	-1
COc1cccc(NC(=O)CSc2nnc(-c3ccc(C)cc3)o2)c1	3	6	-3	-2	-8	-4	0.7	-6	-5	4
O=C(NC1CCCCC1)C(c1cccs1)N(CC1CCCO1)C(=O)c1csnn1 (stereo unspecified)	-7	-5	8	-3	-4	-2	-0.2	-7	3	-2
COc1ccc(NC(=O)C(Br)C(C)C)cc1 (stereo unspecified)	6	11	12	-5	1	3	-0.9	0	-5	1
Cc1ccc(NC(=O)CN2CCN(Cc3ccccc3)CC2)cc1Cl	-13	-8	17	-5	9	2	-2.3	-1	-2	4
CCOC(=O)c1ccc(NC(=O)c2ccc3c(c2)OCO3)cc1	-1	-3	1	-16	6	8	-1.8	-1	-5	1
CCOC(=O)N1CCN(C(=O)c2ccc3c(c2)N(Cc2cccc(Cl)c2)C(=O)c2ccccc2S3=O)CC1 (stereo unspecified)	5	4	-4	-6	-8	2	0.7	-6	-6	-2
Brc1cccc(OCCCCN2CCCCC2)c1	-12	-4	7	1	-6	-7	0.3	4	16	-3
Cc1ccc(-c2nc(SCC(=O)NCC3CCCO3)c(-c3ccc(Cl)cc3)[nH]2)cc1 (stereo unspecified)	15	1	2	-4	-4	-10	-2.3	3	-3	7
NC(=O)C1=C[C@H](c2ccc(C(F)(F)F)cc2)C[C@H](OCCCCO)O1	9	-5	3	5	-2	-2	-2.5	2	7	0
C[C@@H]1CN([C@@H](C)CO)C(=O)c2cc(Br)cnc2O[C@H]1CN(C)Cc1ccccc1C(=O)O	-4	1	2	1	0	-6	0.9	4	-2	-3
O=C(NCc1ccc2c(c1)OCO2)OCc1ccccc1	-1	0	-16	.	2	0	-1.5	4	-3	0
O=C(C1=C[C@H](c2ccccc2)C[C@H](OCc2ccc(CO)cc2)O1)N1CCN(Cc2ccccc2)CC1	6	-4	6	-20	-7	2	0.2	-10	-3	0
Cc1cc(C)c2nc(C)cc(N/N=C/c3ccc(O)cc3)c2c1	12	21	26*	0	8	1	-2.5	9	17	-7
COC(=O)c1ccc(COC(=O)c2nn(C)c(=O)c3ccccc23)cc1	5	-2	-14	1	-1	4	-1.4	2	0	-2
Cc1cc(OCC(O)CN2CCN(C)CC2)ccc1C(C)C (stereo unspecified)	14&3	1&-8	-11&-2	1&2	0&-1	0&1	-3.0&0.7	2&0	10&4	-3&-2
CN(C)/C=C1\C(=O)Oc2ccccc2C1=O	-11	3	-5	.	-3	-7	-2.9	5	7	0
O=C(COC(=O)c1ccc(S(=O)(=O)N2CCCCC2)cc1)NC1CCCCC1	2	1	2	0	6	12	0.7	-5	2	-3
Cc1nc(-c2ccc(C(=O)N3CCOCC3)cc2)cs1	7	-4	12	7	0	3	0.9	4	4	2
Cc1ccc(C2=N/C(=C\c3ccc(OS(=O)(=O)c4ccc(C)cc4)cc3)C(=O)O2)cc1	9	27	-5	-15	0	7	-1.9	4	-17	-3
CCc1nnc(NC(=O)c2cccc(S(=O)(=O)N3CCN(c4ccccc4)CC3)c2)s1	13	16	2	-18	1	-4	-1.0	-1	-19	-4
CCOc1cc(C2C3=C(CC(C)(C)CC3=O)Nc3n[nH]c(C)c32)ccc1O (stereo unspecified)	6	2	-2	3	1	1	-4.4	6	0	-1
COc1ccc(CNC(=O)COC(=O)c2ccc3c(c2)OCCO3)cc1	-6	2	2	-1	6	-6	-0.1	3	0	0
Cc1cc(F)ccc1S(=O)(=O)Nc1ccccc1C(=O)NCc1cccnc1	-12	12	-8	-2	2	3	0.1	2	1	1
COCCOC(=O)c1c(NC(=O)CNCc2ccco2)sc(C(N)=O)c1C	-10	1	3	0	-5	-5	0.3	1	6	1
CC(C)c1ccc(OCC(=O)N(Cc2ccccc2)c2ccccn2)cc1	-13	-12	-10	-16	1	-5	0.7	2	-4	-1
C=C(Br)Cn1c(CCCC)nc2ccccc21	6	2	-3	2	1	-4	0.7	-15	-5	1
O=C(NCc1ccco1)c1cc(-c2cccs2)on1	-2	-1	2	0	3	2	0.9	0	-4	-2
O=c1oc(-c2ccc(F)cc2)nc2ccsc12	25	-1	9	-13	7	5	2.7	-10	6	-2
Cc1ccc(NC(=S)N(CCN(C)C)Cc2cc3cccc(C)c3[nH]c2=O)cc1	1	-6	-1	0	-3	0	-0.6	-9	-6	0
Cn1c(Cc2cccs2)nnc1SCC(=O)N1CCc2ccccc21	4	-1	-3	-3	4	1	-1.1	-3	-9	-6
CC(C)Sc1nnc(-c2c[nH]c3ccccc23)n1C	6	-1	-3	6	0	7	0.4	-2	6	3
Cc1nc(NC2CCCC2)sc1C(=O)N(C)C	-2	5	0	-4	-3	-4	-1.3	4	0	3
O=C(Cn1ccc(=O)[nH]c1=O)Nc1ccc(O)c([N+](=O)[O-])c1	-6	9	-1	3	-3	15	-3.7	-1	0	-3
O=C(O)CSc1ccc(S(=O)(=O)N2CCCC2)cn1	0	1	-6	6	0	-8	0.5	-1	1	4
COc1ccc(CNC(C)C(=O)Nc2ccc3ccccc3c2)cc1OC (stereo unspecified)	-6	-5	3	3	-3	-5	-0.3	0	5	6
CC1CCCN(c2ccc(C(=O)NCc3ccc4c(c3)OCO4)cc2[N+](=O)[O-])C1 (stereo unspecified)	4	3	7	-18	-4	7	0.0	-2	-13	-4
CC1CCN(c2oc(-c3cccc4ccccc34)nc2C#N)CC1	-2	-3	11	-1	-1	4	0.6	-4	11	-2
CC(=O)Nc1ccc(NC(=O)CC(NC(=O)c2ccccc2)c2ccccc2)cc1 (stereo unspecified)	2	17	9	0	-3	9	-1.0	0	5	-3
Nc1nn2cc(-c3ccccc3)nc2c2ccccc12	-2	5	8	-8	-1	0	2.2	-6	19	2
Cn1c(SCC(=O)Nc2ccc3nc(SCC(=O)N4CCCC4)sc3c2)nnc1-c1ccccc1	-10	15	6	.	-2	-26	-0.3	-3	2	0
Cc1ccc(Cn2c(NCCCn3ccnc3)nc3c2c(=O)n(C)c(=O)n3C)cc1	-7	-1	2	-4	2	2	-0.4	7	-9	1
Cc1ncc(CN2CCN(C(C)C)C(CCO)C2)s1 (stereo unspecified)	-3	-1	2	-7	-4	-1	1.0	1	3	-4
C=CCn1c(SCC(=O)NC(=O)c2cccn2C)nc2ccccc2c1=O	-9	4	16	-9	-4	0	1.6	0	2	6
CS(=O)(=O)c1cccc(C(=O)OCC(=O)NC(=O)Nc2ccccc2F)c1	-7	2	-7	3	3	-6	-0.8	5	1	-1
CCC(C)N(C(=O)COC(=O)c1cn(CC)c2nc(C)ccc2c1=O)C1CCS(=O)(=O)C1 (stereo unspecified)	-1	-5	-1	-3	0	3	2.1	1	3	4
CC(C)(C)NC(=O)c1ccnc(C(C)(C)C)c1	1	-2	-2	15	0	-6	1.6	0	5	-3
NC(=O)C1CCN(C(=O)OCc2ccccc2)CC1	1	-1	-9	6	-1	5	1.3	12	7	0
CCOc1ccc(CN(CCO)CCO)cc1C(=O)OC	5	0	4	7	1	6	-3.0	-2	-3	-1
CN(NC(=O)c1ccccc1)c1ncc(C(F)(F)F)cc1Cl	7	-2	3	.	6	8	-0.3	-1	-5	-2
O=C(CCCN1C(=O)/C(=C\c2ccco2)SC1=S)Nc1ccc(O)cc1C(=O)O	0	90*	-16	5	-2	-9	0.0	3	46*	-3
CC1(c2ccc3ccccc3c2)NC(=O)N(CC(=O)NCC(C)(C)N2CCOCC2)C1=O (stereo unspecified)	-9	-10	10	5	-2	4	0.9	7	-6	0
CCOc1ccccc1OCC(=O)Nc1ccc2[nH]c(=O)[nH]c2c1	9	3	-2	9	2	-7	-0.1	-3	2	-4
COC(=O)C1=C(C)NC(=O)NC1c1ccccc1Cl (stereo unspecified)	-9	1	6	-1	2	1	-1.4	7	-6	-3
COc1ccc(-c2cc(C)no2)cc1S(=O)(=O)N(C)c1ccc(C)c(C)c1	-1	0	11	-23	-3	6	0.5	8	-8	-4
CC(OC(=O)c1cccc(-n2cnnn2)c1)C(=O)NCc1ccccc1 (stereo unspecified)	-14	0	2	3	1	5	0.6	4	4	0

(list continues)
Structure	ASAP1 inh	rCAG binder	ARFGAP1 inh	HTRA1 inh	GC-A act	NR1D1 modulator	PG9 Ab binder	NPR2 activator	mABHD4 FP	SMARCA2 activ
O=C(O)c1ccccc1N/N=C\c1ccnc2ccccc12	-1	5	-4	-5	0	2	-6.3	-10	1	8.0*
CCOC(=O)c1cccc(N2C(=O)C3C(C2=O)C2C=CC3C23CC3)c1 (stereo unspecified)	2	-3	1	1	-1	-2	1.5	5	12	0
CC(C)Cn1cnc2c1c(=O)n(CC(O)c1ccccc1)c(=O)n2CC(C)C (stereo unspecified)	13	0	-6	-2	-2	0	-1.4	-3	-8	-3
CCN(Cc1ccccc1)S(=O)(=O)c1ccc(S(=O)(=O)N(Cc2cccc(OC)c2)CC2CCCO2)cc1 (stereo unspecified)	-9	5	0	-6	4	-3	-0.4	5	-6	-1
CCOC(=O)c1sc(NC(=O)CSc2nncn2C)nc1C	1	-1	-2	3	2	2	-2.7	1	-1	2
CCOC(=O)C1=C(COC(=O)c2cccc(NC(C)=O)c2)NC(=O)NC1C (stereo unspecified)	-2	-4	20	0	1	-5	-0.9	-3	0	1
Cc1[nH]n(-c2ccccc2)c(=O)c1/C=N/NC(=O)C(C)C	-3	-1	3	-15	-1	1	-4.8	1	6	1
Cc1nnsc1C(=O)Nc1ccc(Cl)cc1	9	0	1	3	0	-3	-1.4	0	6	4
COc1ccc2c(c1)c1c(n2C(C)=O)C(OC(C)=O)=NCC1	11	-2	3	-3	2	0	-1.2	-1	-4	3
CC(C)C[C@@H](CO)N1CCN(CCCc2ccccc2)CCC1=O	-6	-10	13	-5	2	5	-0.9	2	5	-1
O=C(CNCc1ccco1)Nc1ccccc1-n1cccc1	5	-1	0	4	3	4	-2.5	5	2	6

Just NPR2 activator, ASAP1 inh and rCAG binder (2 entries from above):
Molecule	NPR2 activator	ASAP1 inh	rCAG binder
CCOC(=O)c1sc(NC(=O)CSc2nncn2C)nc1C	1	1	-1
CCOC(=O)C1=C(COC(=O)c2cccc(NC(C)=O)c2)NC(=O)NC1C (stereo unspecified)	-3	-2	-4

Entries listed above that bear a hit mark in ARFGAP1 inh.
canonical_smiles	ASAP1 inh	ARFGAP1 inh	HTRA1 inh	GC-A act	NR1D1 modulator	PG9 Ab binder	NPR2 activator	mABHD4 FP	SMARCA2 activ
Cc1cc(C)c2nc(C)cc(N/N=C/c3ccc(O)cc3)c2c1	12	26*	0	8	1	-2.5	9	17	-7
